Bioassay records as filed in PubChem BioAssay.
HTR2A ag – mouse Htr2a agonists via beta-arrestin recruitment, primary screen, cell-based, luminescence | AID 624169, 2012 | CHO-K1 mHTR2A beta-arrestin complementation; percent of 30 µM serotonin response | actives 0.66% (n = 360,000) | activation, % at 7.6 µM;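 active = activation above a run cutoff, the mean activation of all tested compounds plus 3 SD, cut at about 14% in these data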;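 note: 0% = plate median of compound wells and 100% = 30 µM serotonin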
PDI inh – inhibitors of human PDI, primary screen, biochemical, turbidity, single point, plate reader; Protein disulfide-isomerase (Homo sapiens), P07237; PDI insulin aggregation turbidity, A650, 90 min; inhibition, % at 10 µM; actives 0.052% (n = 350,000);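 active = mean inhibition across replicates of 30% or more, whatever share of single replicates reach that level; inconclusive = mean inhibition below 30% while every single replicate reaches 30%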;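 note: absorbance from insulin aggregation driven by PDI reduction with DTT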
Target sequence (P07237 whole entry, looked up): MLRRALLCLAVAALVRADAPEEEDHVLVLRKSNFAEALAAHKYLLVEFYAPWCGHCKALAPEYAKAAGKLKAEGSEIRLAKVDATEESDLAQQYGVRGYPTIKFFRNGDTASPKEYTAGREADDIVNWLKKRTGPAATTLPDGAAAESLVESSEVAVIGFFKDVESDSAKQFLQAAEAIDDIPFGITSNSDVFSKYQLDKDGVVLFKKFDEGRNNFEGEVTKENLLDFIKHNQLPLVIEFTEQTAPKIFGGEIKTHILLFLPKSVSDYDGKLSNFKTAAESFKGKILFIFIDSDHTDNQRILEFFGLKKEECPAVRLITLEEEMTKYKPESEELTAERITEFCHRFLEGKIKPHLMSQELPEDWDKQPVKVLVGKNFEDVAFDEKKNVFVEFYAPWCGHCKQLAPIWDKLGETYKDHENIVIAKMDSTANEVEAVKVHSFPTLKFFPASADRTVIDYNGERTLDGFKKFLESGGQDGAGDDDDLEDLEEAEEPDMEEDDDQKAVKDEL
MITF TRPM1 inh – inhibitors of MITF-dependent TRPM1 promoter reporter, primary screen, cell-based, SK-MEL-5, single point, luciferase; inhibition, % at 12.5 µM; SK-MEL-5 TRPM1 promoter luciferase, 24 h; actives 0.83% (n = 330,000);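 active = mean inhibition across replicates of 60% or more, whatever share of single replicates reaches that level; inconclusive = some that reach 60%, reason not given; inactive = mean inhibition across replicates below 60%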; note: values of inactives mirror those of a sister screen read the other way
Shn3 3UTR inh – reduction of Shn3 3'UTR firefly luciferase signal, primary screen, Schnurri-3 inhibitor project, cell-based, Clone20 osteoblasts, set 2. actives 0.52% (n = 360,000). Clone20 osteoblast Shn3 3'UTR firefly luciferase, 24 h. inhibition, % at 12.5 µM;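 active = mean inhibition of at least 75% with every replicate also reaching 75%; inconclusive = mean inhibition at least 75% but some replicate below; inactive = mean inhibition below 75%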;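 note: 0% = median of neutral control wells and 100% = pilot-screen positive control compound; some compounds past the cut are filed as inactive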
H9c2 protect – cardioprotection against H2O2-induced cell death, primary screen, uHTS, H9c2 cells, ATPLite luminescence; protection from H2O2 cell death, % at 20 µM; actives 0.63% (n = 360,000); H9c2 cardiomyocytes, H2O2 injury protection, 2 h;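 active = compounds giving at least 50% protection of heart cells from peroxide-induced death in the single-dose screen, raw or plate-pattern-corrected value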;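 note: 0% = DMSO wells with peroxide and 100% = DMSO wells without peroxide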
NR2E3 ag-1 – inhibitors of NR2E3-RetCOR corepressor binding, primary screen, NR2E3 agonist project, biochemical, TR-FRET, GST-NR2E3, biotin-RetCOR. Photoreceptor-specific nuclear receptor (Homo sapiens), Q9Y5X4. 1536-well. inhibition of corepressor binding, % at 4.78 µM. actives 0.12% (n = 320,000). AID 2300, 2010;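 active = percent inhibition above the cutoff of mean plus 3 SD of all tested compounds, set per screening campaign, cut at about 20% in these data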;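 note: 0% = DMSO wells and 100% = biotin wells as full block of FRET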
Target sequence (Q9Y5X4 whole entry, looked up): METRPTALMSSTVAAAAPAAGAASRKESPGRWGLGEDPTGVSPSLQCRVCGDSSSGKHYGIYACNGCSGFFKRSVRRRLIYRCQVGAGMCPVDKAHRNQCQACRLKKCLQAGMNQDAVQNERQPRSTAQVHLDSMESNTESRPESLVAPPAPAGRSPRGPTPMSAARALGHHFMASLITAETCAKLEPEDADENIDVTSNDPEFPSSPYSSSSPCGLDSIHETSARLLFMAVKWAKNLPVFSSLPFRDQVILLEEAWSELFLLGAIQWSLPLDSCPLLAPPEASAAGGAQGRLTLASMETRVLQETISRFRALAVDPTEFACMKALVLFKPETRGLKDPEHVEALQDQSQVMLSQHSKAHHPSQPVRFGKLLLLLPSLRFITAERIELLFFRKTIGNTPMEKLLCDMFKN
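Assay system: NR2E3–RetCOR corepressor complex. Quantity: 1.35 nM GST-NR2E3. Buffer or medium: pH 7.5 Tris-based buffer. Reagent: biotinylated RetCOR corepressor at 7 nM final. Schedule: 5 h at 4 °C. Detection: TR-FRET, emission read at 617 and 671 nm. Replicates: one well per compound, singlicate testing.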
hiPSC survival – enhancers of single-cell hiPSC survival, primary screen, ATPlite luminescence. actives 0.044% (n = 360,000). 100% = ROCK inhibitor wells, 0% = DMSO. survival enhancement, % at 20 µM. AID 602274, 2012; in the data active = survival enhancement above about 18%;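 note: cells exposed to compounds for 16 hours before the ATP read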
NR2E3 ag-2 – NR2E3 agonists in two-hybrid cells, primary screen, cell-based, luminescence, CHO-S, Gal4-NCOR/VP16-NR2E3; actives 0.35% (n = 360,000); luciferase; Photoreceptor-specific nuclear receptor (Homo sapiens), Q9Y5X4; inhibition of corepressor binding, % at 3.98 µM; AID 602229, 2012;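 active = inhibition above the mean of all tested compounds plus 3 SD, cut at about 70% in these data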;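 note: 0% = DMSO with NR2E3 transfected cells and 100% = cells lacking NR2E3 construct; higher means lower luciferase signal from less NR2E3 corepressor binding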
CaV13 FRET inh – Disruptors of the CACNA1D IQ motif to Ca2+-dependent inactivation inhibitor domain association, primary screening, Förster resonance energy transfer in intact living …; HEK cells, CFP/YFP FRET ICDI-IQ, plate reader, 10 min; percent FRET-ratio fall versus neutral wells; inhibition, % at 12.3 µM; actives 0.098% (n = 340,000); AID 743397;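 active = mean replicate inhibition of at least 30% and at least 1% of replicates passing that level; inconclusive = only one of the two criteria is met; inactive = neither criterion is met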;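 note: 0% = median of the neutral control wells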
HIF-2a inh – HIF-2a reporter inhibitors, primary screen, luminescence, 786-0 RCC cells. 786-0 RCC cells HIF-2a reporter, luciferase luminescence, overnight. inhibition, % at 18.8 µM. actives 0.72% (n = 360,000);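 active = inhibition of the luminescence signal of 40% or more relative to plate controls, in a single-dose primary screen at 18.75 µM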
Peg3 prom inh – Peg3 promoter-driven luciferase inhibitors, primary screen, cell-based, HeLa, luciferase luminescence | HeLa PEG-Prom luciferase reporter, overnight | actives 1.7% (n = 360,000) | AID 588405, 2011 | inhibition, % at 20 µM;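 active = inhibition of at least 50% at 20 µM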
Starred values were filed as active, the others as inactive; ? = inconclusive; . = no result given.

SMILES	HTR2A ag	PDI inh	MITF TRPM1 inh	Shn3 3UTR inh	H9c2 protect	NR2E3 ag-1	hiPSC survival	NR2E3 ag-2	CaV13 FRET inh	HIF-2a inh	Peg3 prom inh
COc1ccccc1OCc1cc(-c2ccccc2)no1	5.5	-1.2	-93.7	-53.7	-10.6	4.7	0.3	-151.7	-6.3	-316.5	-311.6
O=C(NCc1ccc(F)cc1)c1cc(C2CCCCN2C(=O)CCc2ccccc2)on1 (stereo not given)	-5.0	8.6	.	-10.8	-2.3	.	-0.1	-11.5	-9.9	10.2	16.7
CCc1ccc(OCCNC(=O)c2cc(SC)ccc2Cl)cc1	-1.7	7.9	-12.9	6.3	-7.9	0.5	1.1	-14.9	-5.6	17.9	8.6
O=C(NNC(=O)C12CC3CC(CC(C3)C1)C2)c1cccc(O)c1	-4.7	-83.8	8.7	-10.9	9.5	0.1	-0.7	3.8	-3.6	15.8	6.3
O=C(Cc1c(F)cccc1Cl)Nc1ccncc1	-1.1	-7.9	-0.6	7.7	-11.5	0.8	0.1	-30.0	-8.3	-9.6	20.0
c1ccc(COC(CN2CCCCCC2)CN2CCCCCC2)cc1	2.7	2.5	-4.1	19.2	-3.0	0.3	-0.6	-14.5	-4.2	11.8	7.8
COc1ccc(C)cc1NC(=S)N1CCN(c2ncccn2)CC1	0.3	4.7	2.3	7.0	7.8	-6.2	-0.7	-25.0	8.1	-15.2	-0.7
CN(C)c1ccc(NC(=O)CCN2CCN(c3ccccn3)CC2)cc1	-1.4	0.5	.	-2.7	1.3	-1.8	1.2	-27.2	-4.1	-66.4	-14.7
CCC(=O)Nc1c(-c2ccccc2Cl)c(=O)c2ccccc2n1C	0.4	4.8	3.6	9.8	0.5	-2.3	-0.7	12.7	-2.1	19.0	15.3
Cc1ccc2c(c1)c1c3n2CCN(C(=O)CN2CCN(C)CC2)C3CCC1 (stereo not given)	-3.1	4.4	-42.4	11.6	8.1	1.2	-1.2	-17.3	-4.2	-2.3	17.9
CC(=O)N(CCN1CCOCC1)Cc1cc2cc3c(cc2nc1Cl)OCO3	5.2	-2.2	0.8	-17.3	0.6	-1.0	-2.1	-14.9	-6.9	-4.5	-6.7
Oc1ccc(/C=N/Nc2ccc(C(F)(F)F)cn2)c(O)c1	-3.1	2.2	3.9	?	40.7	-2.5	-0.3	-50.4	-18.6	-214.9	-145.7
Cc1cccc(CCN(C(=O)c2csnn2)C(C(=O)NC2CCCC2)c2ccco2)c1 (stereo not given)	4.0	-6.6	7.9	-0.5	3.0	2.7	1.0	-4.0	-3.0	5.2	13.0
C[C@@H]1CN([C@@H](C)CO)C(=O)CCCn2nncc2CO[C@H]1CN(C)Cc1ccc(Cl)c(Cl)c1	1.0	1.4	.	23.2	-3.5	.	-2.2	-4.2	-8.5	12.8	4.3
Cc1cc(C(=O)CN2C(=O)NC3(CCCC3)C2=O)c(C)n1-c1ccc2c(c1)OCO2	3.1	-4.5	-10.8	-67.4	13.8	-1.6	0.6	-34.7	-2.9	-108.9	-64.3
OC1(C(F)(F)F)CC(O)(C(F)(F)F)n2nc(-c3ccccc3)cc2N1 (stereo not given)	3.4	1.0	-1.5	-10.2	-0.7	-1.6	-0.9	-25.3	-3.7	-3.2	-2.1
O=C(COC(=O)c1cccnc1Nc1cccc(C(F)(F)F)c1)NCc1ccc2c(c1)OCO2	-0.2	-5.9	-6.3	12.2	5.5	0.7	-3.6	-30.2	-3.1	-8.6	-3.0
COC(=O)CN(C#N)c1nc(C)cc(C)n1	3.3	13.5	2.0	-11.2	3.7	-3.3	-1.3	-4.4	-1.9	8.4	6.2
CCOC(=O)N1CCN(CC(=O)Nc2ccc(F)cc2)CC1	-3.1	-6.3	-6.9	-8.3	0.1	0.3	3.6	4.8	2.6	5.7	-8.4
CC(=O)Nc1ccc(N2S(=O)(=O)c3ccccc3S2(=O)=O)cc1	-1.5	9.5	7.2	-9.0	15.4	3.6	3.7	-17.4	.	13.4	-1.4
CCCCCC(=O)N1C[C@H](n2cc(C3CC3)nn2)[C@@H](O)C[C@@H]1c1ccccc1	-0.9	-8.5	.	0.9	-8.9	.	6.5	12.5	-4.1	9.2	6.1
COc1ccccc1CCNS(=O)(=O)c1cc2c3c(c1)C(C)C(=O)N3CCC2 (stereo not given)	3.1	-2.7	-0.1	13.4	-1.6	8.3	-0.4	0.1	-14.7	17.5	5.4
COc1ccc(-n2c(Cc3cccn3C)nnc2SCC(=O)NCc2ccco2)cc1	11.8	.	4.3	-7.4	23.5	2.6	2.7	-33.0	-4.4	7.9	13.4
O=C(CSC(=S)N1CCOCC1)Nc1ncc2c(n1)CC(c1ccco1)CC2=O (stereo not given)	-0.2	8.9	10.1	-5.2	5.7	3.9	2.0	20.6	6.1	7.9	8.8
CCCN(CC1CCCO1)C(=O)CCc1nnc(CCc2ccc(OC)cc2)o1 (stereo not given)	5.8	4.7	2.7	1.3	1.9	0.8	0.4	-5.5	-4.0	-49.1	-41.8
The listing continues.
SMILES	HTR2A ag	PDI inh	MITF TRPM1 inh	Shn3 3UTR inh	H9c2 protect	NR2E3 ag-1	hiPSC survival	NR2E3 ag-2	CaV13 FRET inh	HIF-2a inh	Peg3 prom inh
CNC(=O)c1nc[nH]c1C(=O)NC	-0.5	0.4	6.0	-10.3	0.1	-0.7	-1.0	-15.3	-4.1	11.9	2.4
CCOC(=O)CCP(=O)(O)C(C)(O)c1ccccc1 (stereo not given)	3.0	0.1	11.9	-3.3	5.6	0.2	0.6	-0.4	-7.9	0.2	0.5
O=C(COc1ccc(Cl)cc1)NNC(=O)c1ccccn1	-2.9	-7.7	6.5	8.1	28.8	0.7	1.8	14.9	.	16.6	8.1
Cc1ccccc1NC(=O)Cc1c[nH]c2ccccc12	1.2	-5.0	12.4	-1.6	4.1	3.4	0.0	-6.6	-3.3	-86.3	-36.1
O=C(CC(=O)NC1CCCCC1)N/N=C/c1cccc2ccccc12	-2.2	0.3	5.3	18.2	-15.7	4.8	-0.5	20.4	-4.6	8.6	1.1
CN(CC(=O)Nc1ccc(Cl)cc1)C(=O)Cn1[nH]c(=O)c2ccccc2c1=O	0.4	3.9	-2.0	4.5	40.0	1.9	0.1	-13.1	-5.8	3.4	25.8
O=C(NCCN1CCOCC1)c1cc2c(=O)n3ccccc3nc2n1Cc1ccccc1	1.1	-7.0	-7.9	-8.4	4.6	2.8	-1.5	0.0	-2.8	-2.4	-15.7
O=C(c1ccccc1)n1c(=O)c(F)cn(COCCBr)c1=O	1.2	3.2	-6.1	16.4	0.4	-1.4	0.3	-24.0	-4.3	7.0	11.5
Cc1oncc1C(=O)Nc1ccc2ccccc2c1	-0.3	-4.4	-20.1	-37.4	-6.9	.	-0.3	-127.5	.	-255.9	-293.3
O=c1ncccn1C1OC(CO)C(O)C1O (stereo not given)	5.0	.	.	9.3	1.7	.	-0.6	-12.1	-8.7	6.8	-11.4
FC(F)(F)c1cccc(Cc2noc(CN3CCSCC3)n2)c1	-0.3	-4.2	-12.0	-12.4	3.3	-1.6	-0.6	-0.5	-2.2	16.5	21.0
O=C(CCN1C(=O)c2ccccc2C1=O)NCCN1CCOCC1	-2.1	5.4	11.4	0.6	3.4	3.4	-0.9	11.8	-5.7	15.0	9.7
CCN(CC(=O)Nc1c(F)cccc1F)C(=O)CC1CCCC1	7.1	10.9	-0.6	-10.5	-2.3	0.5	0.1	30.2	-4.7	3.3	7.0
CCOc1ccc(N2C(=O)CC(Sc3nc(C)cc(C)c3C#N)C2=O)cc1 (stereo not given)	5.7	-7.6	-5.5	-25.2	-0.3	-0.7	-0.1	-10.2	-8.7	13.2	22.0
COc1ccc(NC(=O)NNC(=O)COc2ccc(Cl)cc2C)cc1OC	-0.1	-2.2	5.2	-5.1	-3.1	2.8	-0.6	-31.1	-2.5	12.9	16.4
CCc1ccc(C(=O)Nc2ccc3c(c2)n(C)c(=O)n3C)cc1	-7.1	-6.4	-19.8	8.4	-1.8	1.4	-0.1	20.2	18.0	-197.6	-116.2
COc1ccc(OCC(=O)NNC(=S)NC(=O)c2ccc(Br)o2)cc1	9.1	-32.7	8.7	80.8	3.1	-4.5	-0.5	-11.6	-2.7	4.3	8.3
COc1ccc(C2(CNC(=O)/C=C/c3ccco3)CCCC2)cc1OC	-0.7	-35.3	7.0	-34.2	1.4	2.2	-2.0	-24.8	-7.6	15.1	-7.1
COc1cc2c(cc1OC)CN(C(=O)CSc1nc(C)cc(C)c1C#N)CC2	-5.7	-1.8	-4.7	15.6	14.0	-0.2	8.0	-29.2	-6.3	-2.8	7.7
C=CCN1C(=O)c2ccc(C(=O)N(CC)CC(=O)Nc3cc(Cl)ccc3C)cc2C1=O	0.4	0.1	-0.6	-11.3	3.0	2.5	-0.1	-1.2	-13.5	14.3	-11.7
CCOc1ccccc1Nc1ccnc2cc(Cl)ccc12	-8.6	-6.5	8.2	34.6	-16.3	0.7	1.1	-8.7	-6.7	7.3	9.7
O=C(COc1cccc(C(F)(F)F)c1)Nc1ccc2[nH]ncc2c1	-1.2	6.1	8.0	-0.4	-3.1	2.4	0.1	13.7	-4.8	20.0	-6.0
Cc1sc2nc(CSCC(=O)Nc3ccc(N4CCOCC4)cc3)[nH]c(=O)c2c1C	-0.1	-1.8	-4.6	-5.4	16.3	-1.2	-0.9	-20.6	-13.3	16.1	0.7
O=C(CNC(=O)C1CCCCC1)NCCCO	10.2	6.8	-12.3	-1.9	2.6	2.3	0.5	3.5	.	-8.9	5.4

Entries of single compounds from above.
Profile of Cc1oncc1C(=O)Nc1ccc2ccccc2c1 → HTR2A ag = -0.3; PDI inh = -4.4; MITF TRPM1 inh = -20.1; Shn3 3UTR inh = -37.4; H9c2 protect = -6.9; NR2E3 ag-1 = .; hiPSC survival = -0.3; NR2E3 ag-2 = -127.5; CaV13 FRET inh = .; HIF-2a inh = -255.9; Peg3 prom inh = -293.3
Profile of Cc1ccccc1NC(=O)Cc1c[nH]c2ccccc12 → HTR2A ag = 1.2; PDI inh = -5.0; MITF TRPM1 inh = 12.4; Shn3 3UTR inh = -1.6; H9c2 protect = 4.1; NR2E3 ag-1 = 3.4; hiPSC survival = 0.0; NR2E3 ag-2 = -6.6; CaV13 FRET inh = -3.3; HIF-2a inh = -86.3; Peg3 prom inh = -36.1

Compounds as they come (roughly 3.9% active in at least one column).
